High-throughput results as filed in PubChem BioAssay.
CHT block – inhibits the human high affinity choline transporter. CHT-expressing cells, membrane potential dye, choline response; hits give low values. actives 0.86% (n = 310,000). Q9GZV3. B-score at 10 µM. AID 488975;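 active means B-score over 3 SD under the library average, and starting fluorescence ratio not unusually high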;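 further: choline stimulus applied at its EC90 after an EC20 pre-addition; B-score computed on integrated fluorescence ratio after choline addition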
Target sequence (Q9GZV3 whole entry, looked up): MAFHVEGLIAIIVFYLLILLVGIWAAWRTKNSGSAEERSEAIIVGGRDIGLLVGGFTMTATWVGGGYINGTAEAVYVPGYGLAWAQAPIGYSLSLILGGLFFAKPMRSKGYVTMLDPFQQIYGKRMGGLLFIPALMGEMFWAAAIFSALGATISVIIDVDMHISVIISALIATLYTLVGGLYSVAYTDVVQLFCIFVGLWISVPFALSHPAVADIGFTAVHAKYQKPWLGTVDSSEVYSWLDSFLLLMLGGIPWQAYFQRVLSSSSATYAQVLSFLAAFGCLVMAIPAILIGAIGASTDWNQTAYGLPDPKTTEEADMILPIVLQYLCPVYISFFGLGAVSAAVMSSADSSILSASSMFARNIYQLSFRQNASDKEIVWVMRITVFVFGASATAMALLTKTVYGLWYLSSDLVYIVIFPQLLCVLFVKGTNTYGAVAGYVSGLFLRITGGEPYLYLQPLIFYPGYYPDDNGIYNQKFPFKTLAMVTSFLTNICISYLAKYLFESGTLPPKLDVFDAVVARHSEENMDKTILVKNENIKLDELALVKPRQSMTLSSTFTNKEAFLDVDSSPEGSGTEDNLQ
CHT allo act – human CHT allosteric activation. Q9GZV3. AID 488977. B-score at 10 µM. actives 0.49% (n = 310,000). CHT-expressing cells, membrane potential dye, choline EC20; hits give high values; LV-AA mutant CHT in HEK293 cells;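 active means initial fluorescence not abnormally high and integrated response B-score, plate-corrected, over 3 SD above library mean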
STK33 inh – blocks human STK33 kinase activity; Q9BYT3; purified STK33, MBP phosphorylation, ADP-Glo luminescence; inhibition, % at 10 µM; actives 0.073% (n = 320,000); AID 2661;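 active means inhibition at or above 25%, using the most active replicate where run in duplicate; inactive means inhibition below 25%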
Target sequence (Q9BYT3 whole entry, looked up): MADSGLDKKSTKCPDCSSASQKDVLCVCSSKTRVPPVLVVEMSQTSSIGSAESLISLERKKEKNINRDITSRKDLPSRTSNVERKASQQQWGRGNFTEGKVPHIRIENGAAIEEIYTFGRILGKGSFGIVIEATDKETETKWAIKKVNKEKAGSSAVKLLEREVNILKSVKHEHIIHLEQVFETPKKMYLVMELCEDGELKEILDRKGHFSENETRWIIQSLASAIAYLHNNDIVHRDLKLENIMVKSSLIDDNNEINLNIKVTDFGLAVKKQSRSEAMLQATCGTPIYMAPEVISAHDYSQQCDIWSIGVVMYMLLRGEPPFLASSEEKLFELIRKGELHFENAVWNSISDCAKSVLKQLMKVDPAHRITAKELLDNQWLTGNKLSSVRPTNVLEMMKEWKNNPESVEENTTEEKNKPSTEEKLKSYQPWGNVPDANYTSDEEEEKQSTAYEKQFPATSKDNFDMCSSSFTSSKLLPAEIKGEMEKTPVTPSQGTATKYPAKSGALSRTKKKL
An asterisk follows results filed as active; i = inactive; x = not tested or not shown.

Values run as follows: CHT block, CHT allo act, STK33 inh
- COc1ccccc1-c1cn(S(=O)(=O)c2ccc(F)cc2)nc1N
    i, i, -4.2
- C=CCNc1sc(C(=O)C(C)(C)C)c(N)c1C#N
    i, i, -0.8
- O=C(COC(=O)CCCN1C(=O)c2cccc3cccc(c23)C1=O)Nc1ccc(Cl)cc1
    i, i, -1.8
- CCOCCCNS(=O)(=O)c1ccc2c(c1)CCN2C(=O)CC
    i, i, -0.1
- COc1cccc(C(=O)Nc2ccc(NC(=O)C3CCCCC3C(=O)O)cc2)c1 (stereo not drawn)
    i, i, 0.1
- CC1CCN(Cc2c(C(=O)N/N=C/c3cccc(Cl)c3)nnn2-c2nonc2N)CC1
    i, i, -1.0
- CCSc1nnc(NC(=O)c2csc3c2CCC(C)C3)s1 (stereo not drawn)
    i, i, -0.5
- Cc1nn(C)cc1-c1csc(N)n1
    i, i, 0.1
- COc1ccc(C2=NN(C(=O)CSC3=NN4CCCC(=O)N=C4S3)C(c3cccc(OC)c3OC)C2)cc1 (stereo not drawn)
    i, i, 0.8
- COC(=O)c1ccc(CNC(=O)c2c3c(nc4ccccc24)CCN(Cc2ccccc2)C3)cc1
    i, i, -0.2
- CCCc1nc2ccccc2c(C(=O)OCC(=O)Nc2ccc(S(=O)(=O)N3CCOCC3)cc2)c1CC
    i, i, 0.8
- CCN1/C(=C/c2cc[n+](CCCS(=O)(=O)[O-])c3ccccc23)Sc2ccccc21
    i, i, -0.9
- COC(=O)c1ccccc1NC(=O)N1CCN(c2ccc(F)cc2)CC1
    i, i, 3.7
- CCOc1cc(/C=N/NC(=O)c2cccc(S(=O)(=O)N3CCCC3)c2)ccc1OCC(=O)N(C)C
    i, i, -1.1
- Cn1nnnc1SCC(=O)N1CCN(C(c2ccccc2)c2ccccc2)CC1
    i, i, -1.1

The closing 4 compounds of the part above are carried over, then new ones follow.
Values run as follows: CHT block, CHT allo act, STK33 inh
- CCN1/C(=C/c2cc[n+](CCCS(=O)(=O)[O-])c3ccccc23)Sc2ccccc21
    i, i, -0.9
- COC(=O)c1ccccc1NC(=O)N1CCN(c2ccc(F)cc2)CC1
    i, i, 3.7
- CCOc1cc(/C=N/NC(=O)c2cccc(S(=O)(=O)N3CCCC3)c2)ccc1OCC(=O)N(C)C
    i, i, -1.1
- Cn1nnnc1SCC(=O)N1CCN(C(c2ccccc2)c2ccccc2)CC1
    i, i, -1.1
- Cc1ccc(N(C(=O)NC2CCCCC2)C2=NCCCCC2)cc1
    i, i, 0.2
- CCn1cc(CNC(=O)c2cc(COc3ccc(F)cc3F)on2)cn1
    i, i, 0.0
- CCOC(=O)C1(Cc2cccc(F)c2)CCN(C(=O)C2CCCO2)CC1 (stereo not drawn)
    i, i, -0.6
- CC(C)(C)C(=O)Nc1c2c(nn1-c1ccc(F)cc1)CSC2
    i, i, -0.5
- COc1cc(O)c(NC(C)=O)c2nonc12
    i, i, -0.2
- CCO[C@H]1OC(C(=O)N2CCN(Cc3ccc4c(c3)OCO4)CC2)=C[C@@H](c2ccc(C(F)(F)F)cc2)[C@@H]1CCCO
    i, i, 1.8
- CCc1nc2sc3c(=O)n(N)cnc3c2c2c1COC(C)(C)C2
    i, i, -0.7
- O/N=C(\c1ccc(Cl)cc1)c1cc2ccccc2o1
    i, i, 0.5
- CC1=NN2C(=N)/C(=C\c3cc(C)n(Cc4ccccc4)c3C)C(=O)N=C2S1
    i, i, -1.6
- CCCn1nnnc1NCc1ccccc1OCc1ccc(F)cc1
    i, i, 1.7
- O=C(O)CCC(=O)N(Cc1ccco1)C1CC(=O)N(c2ccccc2)C1=O (stereo not drawn)
    i, i, -1.1
- Cc1ccc(S(=O)(=O)N2CCCCC2)cc1C(=O)NCCCN1CCOCC1
    i, i, -1.2
- O=C(O)c1cc(NC(=O)c2ccccc2[N+](=O)[O-])ccc1O
    i, i, 0.7
- CC1=C(C(=O)Nc2ccccc2)C(c2ccccc2[N+](=O)[O-])NC(=O)N1 (stereo not drawn)
    i, i, -0.5
- O=C(Nc1ccccc1)C1CCCN1C(=O)Nc1ccccc1[N+](=O)[O-] (stereo not drawn)
    i, i, -0.6

Values run as follows: CHT block, CHT allo act, STK33 inh
- CN1CCCC(C#CC(O)(c2ccccc2)c2ccccc2)C1 (stereo not drawn)
    i, i, -1.8
- Cn1c(=O)oc2cc(S(=O)(=O)Nc3ccccc3F)ccc21
    i, i, -3.8
- CCN(CC)C(=O)CC(c1cc(OC)c(OC)c(OC)c1)c1c(OC)cc(OC)c2ccc(=O)oc12 (stereo not drawn)
    i, i, -0.5
- COc1cccc(C(=O)NCCC2=CCCCC2)c1OC
    i, i, -2.7
- CC(C)NS(=O)(=O)c1ccc(OCC(=O)Nc2ccc(F)cc2F)cc1
    i, i, -3.4
- O=C(c1ccc(S(=O)(=O)Nc2ccccc2)cc1)N1CCOCC1
    i, i, -2.2
- NC(=S)N/N=C/c1ccc(-c2ccc(SC(F)F)cc2)o1
    i, i, -0.5
- COC(=O)c1sc(NC(=O)c2cc(-c3ccccc3)nc3ccccc23)c(C#N)c1C
    i, i, -3.3
- Cc1cccc2cc(CN(CCCN(C)C)C(=S)NCCc3ccccc3)c(=O)[nH]c12
    i, i, -2.8
- Cc1cc(=O)[nH]c(SCC(=O)Nc2nc3ccccc3s2)n1
    i, i, 2.1
- O=C1CSC(c2ccccn2)N1c1ccc(C(F)(F)F)cc1 (stereo not drawn)
    i, i, -1.2
- COc1ccc(NC(=O)NNS(=O)(=O)c2ccc(OC)c(OC)c2)c(OC)c1
    i, i, -0.1
- CCOC(=O)C1(Cc2cccc(Cl)c2)CCCN(C(=O)c2cc(C)n(C)n2)C1 (stereo not drawn)
    i, i, 0.5
- O=C(Cc1ccccc1)N1CCN(C(=O)c2cccs2)CC1
    i, i, 0.3
- O=C(NCCS(=O)(=O)c1ccc(Cl)cc1)c1ccc(F)cc1
    i, i, -0.9

Values run as follows: CHT block, CHT allo act, STK33 inh
- Cc1ccc(Oc2nnc(-c3ccccc3)c3ccccc23)cc1
    i, i, 0.0
- OCCNc1nc(OCC(F)(F)F)nc(N2CCN(C34CC5CC(CC(C5)C3)C4)CC2)n1
    i, i, -2.7
- Cn1cc(CNC(=O)Nc2ccc3c(c2)OCO3)cn1
    i, i, -2.2
- CS(=O)(=O)c1ccc(Cl)c(NC(=O)COC(=O)COc2ccc3c(c2)CCC3)c1
    i, i, 0.3
- COc1ccc(C(=O)Nc2c(N)nc(SCC(=O)N3CCC(C)CC3)[nH]c2=O)cc1OC
    i, i, -0.4
- O=C(Nc1ccc2c(c1)C(=O)NC2=O)c1cccc(C(F)(F)F)c1
    i, i, 0.0
- COc1ccc(C2C(C(=O)N3CCC(C(N)=O)CC3)CC(=O)N2c2ccc(OC)cc2)cc1 (stereo not drawn)
    i, i, -2.6
- Cc1n[nH]c(C)c1S(=O)(=O)N1CCCC(C(=O)NC2CCCCC2)C1 (stereo not drawn)
    i, i, -0.3
- c1ccc(NCCCNc2ccccc2)cc1
    i, i, -1.5
- CCN(CC)c1cc(C)c2cc(NC(=O)c3ccccc3OC)ccc2n1
    i, i, 5.2
- CC(=O)c1ccc(NC(=O)Nc2ccc3c(c2)nc(C)n3C)cc1
    i, i, -0.6
- CCn1c(C)nc2cc(C(=O)N/N=C/c3ccc(O)cc3)ccc21
    i, i, -2.3
- Cc1cc(-c2nnc(SCC(=O)c3ccc4c(c3)OCCO4)o2)no1
    i, i, 0.1
- CCCCN(CCCC)CC(O)COc1ccccc1C(=O)Nc1ccccc1 (stereo not drawn)
    i, 7.1*, 0.0
- O=C(Nc1cccc(C(F)(F)F)c1)c1cc2c(s1)-c1ccccc1OC2
    i, i, -0.8

Values run as follows: CHT block, CHT allo act, STK33 inh
- Cc1cccc(NC(=O)Nc2ccc(C#N)cc2)n1
    i, i, 0.1
- Cn1c(=O)c2c(ncn2CCOc2cccc(Br)c2)n(C)c1=O
    i, i, 2.5
- Cc1ccc(O)c(N=Nc2ccc(S(=O)(=O)N3CCOCC3)cc2)c1
    i, i, -0.8
- COc1ccc(-c2coc3cc4oc(=O)cc(-c5ccccc5)c4cc23)cc1F
    i, i, -0.8
- CC12CCC(C(=O)Nc3ccc(Br)cn3)(OC1=O)C2(C)C (stereo not drawn)
    i, i, -1.8
- COC(=O)CCSCC(=O)N1N=C(c2ccc(OC)cc2)CC1c1cccc(OC)c1OC (stereo not drawn)
    i, i, -0.1
- CC(C)C(=O)NC(c1cccc([N+](=O)[O-])c1)c1ccc2cccnc2c1O (stereo not drawn)
    i, i, -1.6
- O=C1N(c2ccccc2)C2CS(=O)(=O)CC2N1c1ccc(Cl)c(Cl)c1 (stereo not drawn)
    i, i, 0.3
- COc1ccc(-c2ccc(NC(=O)c3ccco3)cc2)nn1
    i, i, 9.0
- CCC(Sc1ncccc1C(=O)OCCN1CCCC1=O)C(=O)NCc1ccco1 (stereo not drawn)
    i, i, -1.3
- Cc1ccc(C(=O)n2c(N)nc3ccccc32)cc1
    i, i, -0.6
- COc1ccc2c(-c3ccccc3)cc(SCC(=O)NC(N)=O)nc2c1
    i, i, -2.5
- CCOc1ccc(NC(=O)CC2C(=O)Nc3ccccc3N2C(=O)c2ccccc2)cc1 (stereo not drawn)
    i, i, 0.2
- COc1ccccc1NC(=O)c1c([N+](=O)[O-])c(C(C)(C)C)nn1C
    i, i, 0.2
- O=C(Cn1nnc2c(sc3nc4c(c(-c5ccccc5)c32)CCC4)c1=O)c1ccccc1
    i, i, -1.1

Values run as follows: CHT block, CHT allo act, STK33 inh
- COc1ccc(OC)c(N2C(=O)C(Cl)=C(N3CCCCC3)C2=O)c1
    i, i, -0.3
- COc1ccc2oc(=N)c(C(=O)Nc3ccccc3)cc2c1
    i, i, 2.6
- Cc1csc(NC(=O)CCc2nc3ccccc3s2)n1
    i, i, -1.7
- CCOC(=O)C1CCN(Cc2c(C(=O)N3CCOCC3)nc3c(C)cccn23)CC1
    i, i, -2.1
- Cn1c(C(=O)N2CCCCCC2)cc2c(=O)n(C)c3ccccc3c21
    i, i, 0.5
- Cc1cnc(C(=O)N2CCCC(N3CCN(c4ccccc4C)CC3)C2)cn1 (stereo not drawn)
    i, i, -1.9
- OC(COc1cccc2ccccc12)CN1CCN(c2cccc(Cl)c2)CC1 (stereo not drawn)
    i, i, 0.8
- Oc1ccc(/C=N/Nc2nc(N3CCCCCC3)nc(N3CCCCCC3)n2)c(O)c1
    i, i, -2.2
- O=C(O)/C=C/C(=O)Nc1ccc(OC(F)(F)F)cc1
    i, i, -2.0
- CC(/C=C1\SC(=S)N(NS(=O)(=O)c2ccc(C)cc2)C1=O)=C\c1ccccc1
    i, i, -1.2
- COc1cccc2cc(-c3nnc(SCC(=O)Nc4cc(C(F)(F)F)ccc4Cl)n3N)oc12
    i, i, -1.0
- CCc1cccc(C)c1NC(=O)Nc1c(Br)cnn1C
    i, i, -1.8
- CC(NS(=O)(=O)c1ccc(Br)cc1)C(N)=O (stereo not drawn)
    i, i, 0.6
- Cc1cc(C)nc(SCC(=O)Nc2nc(-c3ccccc3)c(-c3ccccc3)o2)n1
    i, i, -4.0
- COc1ccc(NC(=O)CN(C)C(=O)/C=C/c2cn(Cc3ccccc3)nc2-c2cccnc2)cc1
    i, i, x

Among those listed so far, 4 have a COOH group:
Values run as follows: CHT block, CHT allo act, STK33 inh
- COc1cccc(C(=O)Nc2ccc(NC(=O)C3CCCCC3C(=O)O)cc2)c1 (stereo not drawn)
    i, i, 0.1
- O=C(O)CCC(=O)N(Cc1ccco1)C1CC(=O)N(c2ccccc2)C1=O (stereo not drawn)
    i, i, -1.1
- O=C(O)c1cc(NC(=O)c2ccccc2[N+](=O)[O-])ccc1O
    i, i, 0.7
- O=C(O)/C=C/C(=O)Nc1ccc(OC(F)(F)F)cc1
    i, i, -2.0

Other compounds follow:
Values run as follows: CHT block, CHT allo act, STK33 inh
- O=c1[nH]c(CSc2ncccn2)nc2c1cnn2-c1ccccc1
    i, i, -0.7
- CCCC(=O)NCCc1ccc(F)cc1
    i, i, -0.9
- O=C(COC(=O)c1ccc([N+](=O)[O-])o1)Nc1nc2ccccc2s1
    i, i, 4.9
- Cc1cc(/C=N/NC(=O)C(=O)NCc2ccccn2)c(C)n1-c1ccccc1
    -7*, i, -0.8
- S=c1[nH]nc(-c2ccccn2)n1/N=C/c1cccs1
    i, i, -1.0
- CCCCN(C)Cc1c(O)ccc2c(=O)c(-c3ccccc3OC)coc12
    i, i, -1.1
- O=C(Nc1ccc2c(c1)CCCN2C(=O)c1cccs1)c1cccc(F)c1
    i, i, 2.5
- Cc1ccc(CNC(=O)c2ccc(N3CCC4(CC3)CC(c3ccccc3)=NO4)c(N)c2)cc1
    i, i, -1.1
- Cc1cc(-n2c(SCC(=O)Nc3ccc(Br)cc3)nc3n[nH]c(C)c3c2=N)ccc1Cl
    i, i, 0.0
- CC(NC(=O)CSc1nc2ccccc2n1CCC#N)c1ccc(F)cc1 (stereo not drawn)
    i, i, -1.2
- Cc1n[nH]c(=O)c2c(NC(=O)CSc3nn(-c4ccc(F)cc4)c(=S)s3)oc(C)c12
    i, i, -1.7
- COc1ccc(S(=O)(=O)N2CCCc3ccccc32)cc1OC
    i, i, -1.3
- Cc1ccc2nc(SCC(=O)Nc3ccc4c(c3)OCCO4)[nH]c2c1
    i, i, -0.5
- CN1c2ccccc2C(=O)NC1c1ccc(Cl)cc1 (stereo not drawn)
    i, i, -0.2
- Cn1c(COc2ccccc2)nnc1SCCC(=O)Nc1ccccc1
    i, i, -1.3
- Cc1ccc(NS(=O)(=O)c2ccc(/C=C/C(=O)O)cc2)cc1Cl
    i, i, -0.2
- Cc1ccc(NC(=S)Nn2cnnc2)c(C)c1
    i, i, -0.6
- CCN(CC(=O)NCc1ccc(F)cc1)C(=O)/C=C/c1ccco1
    i, i, -1.8
